# STK33 inh – inhibitors of purified STK33 kinase, primary screen, biochemical, ADP-Glo luminescence, homogeneous, cell-free; Serine/threonine-protein kinase 33 (Homo sapiens), Q9BYT3; MBP phosphorylation; inhibition, % at 10 µM; 320,000 tested, 0.073% active; AID 2661, 2010;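 active means inhibition at or above 25%, using the most active replicate where run in duplicate; inactive means inhibition below 25%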
# Target sequence (Q9BYT3 whole entry, looked up): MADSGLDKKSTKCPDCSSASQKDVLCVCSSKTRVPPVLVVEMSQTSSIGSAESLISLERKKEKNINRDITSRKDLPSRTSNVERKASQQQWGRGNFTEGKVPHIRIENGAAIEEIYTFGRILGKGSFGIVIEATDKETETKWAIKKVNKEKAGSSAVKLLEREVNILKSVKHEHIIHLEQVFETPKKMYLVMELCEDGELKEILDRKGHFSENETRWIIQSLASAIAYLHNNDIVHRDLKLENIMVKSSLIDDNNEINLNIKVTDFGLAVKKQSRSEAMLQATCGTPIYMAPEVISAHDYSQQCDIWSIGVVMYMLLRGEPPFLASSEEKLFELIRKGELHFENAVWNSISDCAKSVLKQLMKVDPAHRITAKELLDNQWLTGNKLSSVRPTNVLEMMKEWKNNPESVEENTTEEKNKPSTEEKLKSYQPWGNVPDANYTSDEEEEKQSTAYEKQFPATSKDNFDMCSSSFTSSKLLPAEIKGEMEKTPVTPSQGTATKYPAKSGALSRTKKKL
# OX1R FRET antag – antagonists of human orexin 1 receptor (OX1R); OX1R-expressing cells, FRET antagonist read-out; inhibition, % at 6.6 µM; 330,000 tested, 1.8% active; AID 485270, 2010; in the data active means inhibition mostly above about 38%, no sharp cut-off; inactive means mostly below about 40%;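 further: 0% = agonist challenge alone and 100% = reference antagonist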
# Target sequence (O43613 whole entry, looked up): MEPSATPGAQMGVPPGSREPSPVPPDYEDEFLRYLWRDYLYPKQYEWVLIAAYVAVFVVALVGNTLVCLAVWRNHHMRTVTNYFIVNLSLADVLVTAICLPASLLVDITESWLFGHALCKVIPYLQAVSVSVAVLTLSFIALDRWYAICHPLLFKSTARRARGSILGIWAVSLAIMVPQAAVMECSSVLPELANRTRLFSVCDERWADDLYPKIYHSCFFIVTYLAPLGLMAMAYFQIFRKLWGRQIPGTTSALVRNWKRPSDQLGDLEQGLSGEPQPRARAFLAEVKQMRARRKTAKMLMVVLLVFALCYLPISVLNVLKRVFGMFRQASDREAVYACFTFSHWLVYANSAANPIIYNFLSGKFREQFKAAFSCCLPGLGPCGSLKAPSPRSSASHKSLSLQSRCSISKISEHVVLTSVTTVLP
# An asterisk follows results filed as active; nt = not tested or not shown.
STK33 inh | OX1R FRET antag | Molecule
3.9 | 43.0* | c1coc(-c2nc3ccccc3nc2-c2ccco2)c1
0.7 | 4.3 | Nc1ccc(S(=O)(=O)Nc2nc3ccccc3o2)cc1
-2.7 | 75.7* | CC(=O)Nc1ccc([N+](=O)[O-])cn1
0.0 | 35.2 | Oc1ccccc1/C=N/NC(=S)NC1CC2CCC1C2 (configuration not stated)
-0.5 | 29.9 | CCOc1ccc(Br)cc1CNc1ccc2c(c1)OCCO2
2.0 | 2.9 | CC(=O)c1ccc(OCc2cc(C(=O)NCC3CCCCO3)no2)cc1 (configuration not stated)
0.5 | 25.3 | COc1ccc(S(=O)(=O)CCc2nnc(NC(=O)c3ccc(F)cc3)s2)cc1
-2.1 | 18.9 | CN(CC(=O)OCC(=O)NCC(F)(F)F)S(=O)(=O)c1ccc(Cl)cc1
0.2 | 13.9 | COc1ccccc1NS(=O)(=O)c1ccc(NC(=O)N2CCCCC2)cc1
-0.8 | 4.8 | CC(C)C(=O)NC(NC(=S)Nc1ccc(S(N)(=O)=O)cc1)C(Cl)(Cl)Cl (configuration not stated)
-0.5 | 8.1 | CCOC(=O)N1CCC(=NNc2nc3ccccc3s2)CC1
1.3 | 13.0 | COc1cc(NS(=O)(=O)c2ccc(NC(=O)COc3ccccc3Cl)cc2)nc(OC)n1
-1.6 | 28.1 | Cc1ccc(NC(=O)CSC2=NN3CCCC(=O)N=C3S2)cc1Cl
0.1 | 9.1 | Cc1cccc(C)c1NC(=O)c1cc(S(=O)(=O)N2CCc3ccccc32)cn1C
-1.2 | 6.4 | Clc1ccc(-c2nc(-c3cc4cc(Cl)ccc4o3)cs2)cc1
0.0 | 21.0 | O=C(Nc1ccccc1C(=O)N1CCN(c2cccc(Cl)c2)CC1)C1=CSCCO1
-1.6 | 4.2 | O=C(C[C@@H]1C/C=C\CCC(=O)OC[C@@H]2CCCN2C1=O)NCCO
2.9 | 21.0 | Cc1nc2ccccc2nc1N/N=C/c1ccc(O)cc1O
-0.2 | 10.4 | COCCN1C=C(C(=O)OC)C(c2ccccc2C(F)(F)F)C(C(=O)OC)=C1
-1.9 | 8.0 | Cc1cc(=O)n(CC(=O)Nc2cc(Cl)ccc2C)c(C(C)C)n1
-0.5 | 10.9 | O=C1Cc2ccccc2N1c1ccccc1
-1.5 | 6.5 | COc1cc(CNn2nnnc2N)cc(Br)c1OCC(=O)NC(C)(C)C
-0.1 | 14.8 | OC1O[C@H](c2ccc3c(c2)OCO3)[C@H]2CO[C@H](c3ccc4c(c3)OCO4)[C@@H]12 (some centres not stated)
-1.7 | 6.9 | CC1CCc2nn(CC(=O)Nc3c(F)cc(F)cc3Br)cc2C1 (configuration not stated)
-0.2 | 14.2 | COc1cc(C)ccc1Oc1nc(-c2ccccc2O)nc2ccccc12
nt | 18.9 | CC(C)(C)NC(=O)NC(=O)COC(=O)Cc1ccc(Cl)cc1Cl
-1.9 | 19.7 | CC(=O)Nc1ccc(C(=O)CN2C(=O)CSC2=O)cc1
-0.2 | 44.9 | O/C(=C\c1nc2ccccc2[nH]1)c1cccs1
0.5 | 30.8 | Cc1ccc(S(=O)(=O)NCCn2cnc([N+](=O)[O-])n2)cc1
-1.7 | 21.5 | Cc1ccc(C(NC(=O)/C=C\c2ccc3c(c2)OCO3)C(=O)Nc2ccc3c(c2)OCO3)cc1 (configuration not stated)

# Reformatted with two lines to a compound: entries from further up
# Second line of a record – STK33 inh	OX1R FRET antag
> Cc1ccc(S(=O)(=O)NCCn2cnc([N+](=O)[O-])n2)cc1
 : 0.5	30.8
> Cc1nc2ccccc2nc1N/N=C/c1ccc(O)cc1O
 : 2.9	21.0
> CC(C)(C)NC(=O)NC(=O)COC(=O)Cc1ccc(Cl)cc1Cl
 : nt	18.9
> CC(=O)Nc1ccc(C(=O)CN2C(=O)CSC2=O)cc1
 : -1.9	19.7

# The list continues:
STK33 inh | OX1R FRET antag | Molecule
-1.5 | 32.8 | CCC(C)n1cnc2c(c1=O)c1nc3ccccc3nc1n2Cc1ccccc1OC (configuration not stated)
nt | 7.1 | COC(=O)C1CCN(S(=O)(=O)c2ccc(Br)s2)CC1
0.3 | 12.8 | O=C1CCC(C(=O)OCc2ccccc2)N1 (configuration not stated)
1.3 | 12.7 | Brc1ccc(COc2cccc3cccnc23)cc1
-0.1 | 10.7 | C=Cn1cc[n+](CC(=O)c2ccc(Cl)cc2)c1
-1.4 | 14.9 | CCOC(=O)c1cc(-c2ccccc2)sc1NC(=O)C(C)OC(=O)c1cccnc1OCC (configuration not stated)
-0.7 | 4.4 | COc1ccc(-c2nnn(-c3ccc(Cl)cc3Cl)c2N)cc1
-4.0 | 2.9 | CC(C)CCn1nnnc1CN1CCN(c2ccccc2)CC1
0.6 | 16.7 | CC(C)N1CC(C(=O)Nc2ccc(Cl)c(Cl)c2)CC1=O (configuration not stated)
0.2 | -0.6 | COc1ccc(C(=O)NCc2ccco2)cc1S(=O)(=O)NC1CC1
0.1 | 16.4 | Cc1ccc(NC(=O)Cn2ccc(=O)[nH]c2=O)cc1
-1.1 | 3.2 | COc1cccc(Cl)c1NC(=O)N1CCN(c2cc(C)nc3ccccc23)CC1
-0.1 | -12.8 | CCc1ccc(/C=C2\SC(=S)N(CCCC(=O)Nc3nccs3)C2=O)cc1
-1.6 | 20.4 | COc1ccc(S(=O)(=O)N2CCN(c3ncnc4c(-c5ccccc5)nsc34)CC2)cc1
0.3 | 10.4 | Cc1cc(C(=O)O)ccc1-c1ccc(/C=C2\NC(=O)N(Cc3ccc(F)cc3)C2=O)o1
0.1 | 8.9 | COc1cc(-n2c(=O)c3ccccc3n(CC(=O)OCc3ccccc3)c2=O)cc(OC)c1OC
-0.3 | 46.2 | Cc1ccc(NS(=O)(=O)c2cccs2)cc1S(=O)(=O)N1CCCCCC1
-0.3 | 10.7 | Cc1cccc(OCc2nc(C#N)c(N3CCCC3)o2)c1
0.2 | 4.1 | Cc1ccc2c(CC(=O)OCC(=O)N(CC(C)C)c3c(N)n(Cc4ccccc4)c(=O)[nH]c3=O)coc2c1
0.3 | 14.3 | CC1=C(C#N)C(c2ccc3ncccc3c2)C(C#N)=C(C)N1
-0.6 | 7.2 | CC(=O)c1cc(C(=O)NC2CCCc3c2cnn3-c2cc(C)cc(C)c2)[nH]n1 (configuration not stated)
nt | 32.3 | COc1ccc(CC2(CO)CCN(S(=O)(=O)N(C)C)CC2)cc1
-0.1 | 14.0 | O=C(OCC(=O)N1CCCc2ccccc21)C1CCN(S(=O)(=O)c2cccs2)CC1
-2.3 | 5.2 | Cc1cc(C(=O)N/N=C/c2cc(Br)ccc2OC(=O)c2ccc(Br)cc2)n[nH]1
-1.5 | 5.8 | Cn1c(=O)c(=O)n(C)c2cc(S(=O)(=O)N3CCN(C4CCCCC4)CC3)ccc21
-0.4 | 22.5 | COC(=O)C(CCSC)NC(=O)C(NC(=O)C1CCC(C)CC1)C(C)C (configuration not stated)
-1.2 | 38.3* | CCn1c(SCC(=O)Nc2ccc3c(c2)OCCO3)nnc1-c1c[nH]c2ccccc12
0.6 | 8.7 | CN(C)c1ccc(C2Nc3ccccc3C(=O)N2CCN2CCNC2=O)cc1 (configuration not stated)
1.8 | 14.1 | CCN1CC2CCCC3(C1)C(=O)NC1(CCCCC1)N=C23 (configuration not stated)
1.3 | 11.0 | CC(C)(C)c1ccc(Oc2ccc(NC(=O)c3cccs3)cn2)cc1
-1.8 | nt | Cc1cc(C)cc(NC(=O)C2CC3CCC2C3)c1 (configuration not stated)
-0.7 | -9.3 | CN1CCCC(OC(=O)c2ccc(C#N)cc2)C1 (configuration not stated)
-0.3 | 30.2 | COC(=O)c1sccc1NC(=O)CCC1CCCC1
-1.1 | 33.1 | COc1ccc(CCNC(=O)Cc2cc(OCc3ccccc3)c(OC)cc2[N+](=O)[O-])cc1OC
-0.6 | 4.3 | Cc1nn(C(C)C(=O)O)c2ccccc12 (configuration not stated)
-0.7 | 7.2 | Cc1cc2ncc(-c3ccc(Cl)cc3)c(N)n2n1
-0.2 | 8.9 | CC(=O)N1c2ccccc2N(Cc2ccc(C)cc2C)C(=O)C1(C)C
-1.2 | 5.1 | CNS(=O)(=O)c1ccc(C(=O)NCC(=O)NCCC(c2ccccc2)c2ccccc2)cc1
0.1 | 6.2 | O=C(c1ccc2ccccc2c1)C1CCCN(C(=O)c2cnccn2)C1 (configuration not stated)
-1.2 | 38.4 | COc1cccc(CN2C(=O)Nc3ccccc3C(=O)N2C(C)(C)C)c1
0.8 | 1.6 | Oc1ccc(N=Nc2cccc(C(F)(F)F)c2)cc1C=Nc1ccc(N2CCOCC2)cc1
0.7 | 20.7 | O=C(NC1CCCCC1)C(c1ccc(O)cc1)N(CC1CCCO1)C(=O)C1COc2ccccc2O1 (configuration not stated)
-1.1 | 5.7 | COc1ccc(NC(=O)COC(=O)COc2ccc(Br)cc2)cc1
-0.7 | 6.5 | CCOCc1nnc(NC(=O)COC)s1
-1.2 | 16.4 | COc1ccccc1C(CC(=O)Nc1ccccc1C)c1ccc(OC(C)C)cc1 (configuration not stated)
-0.2 | 18.5 | CCN(Cc1ccncc1)C(=O)c1cc(COc2c(F)cccc2F)on1
0.3 | 13.0 | CN(C(=O)c1ccc(S(=O)(=O)c2cccc(Cl)c2)c([N+](=O)[O-])c1)C1CCCCC1
0.4 | 14.9 | NC(=O)NC(c1ccccc1)c1ccccc1F (configuration not stated)
-0.8 | -0.4 | CC(C)n1nc(C(=O)NC2CCCCCC2)c2ccccc2c1=O
0.1 | 18.8 | CC(C)c1ccc(/C=N\NC(=O)c2ccc(Cn3cccn3)o2)cc1
-1.6 | nt | O=C(O)c1ccccc1NCc1ccsc1
-0.4 | 27.3 | C=CCOC(=O)c1sc(NC(=O)c2ccc(OC)cc2)nc1C
2.8 | 21.2 | O=C(NC(=S)Nc1ccccc1Cl)C1CC1
-0.3 | 2.3 | CN(CC(=O)Nc1ccc(F)c(F)c1F)C(=O)C1CCCCC1
-0.4 | 42.1 | Cc1ccc(C(C(=O)NC2CCCC2)N(Cc2ccc3c(c2)OCO3)C(=O)Cc2cccs2)cc1 (configuration not stated)
1.0 | 6.0 | CCOC(=O)c1c(/N=C/N(C)C)sc(/C=N/Nc2ccccc2)c1-c1ccc(Cl)cc1
-0.9 | -6.8 | C=CCOc1ccc(CNn2nnnc2N)cc1
-0.8 | 20.4 | O=C1C2C3c4ccccc4C(Br)(c4ccccc43)C2C(=O)N1c1ccccc1O (configuration not stated)
4.2 | 18.1 | Cc1ccc(-c2nn3c(C)nnc3s2)cc1NC(=O)c1ccc(Br)o1
0.3 | 30.4 | COC(=O)c1c(NC(=O)/C=C/c2ccc3c(c2)OCO3)sc(C)c1C

# Further results:
STK33 inh | OX1R FRET antag | Molecule
-0.9 | 26.2 | O=C(c1noc2c1CCCC2)N1CCc2c([nH]c3ccccc23)C1c1ccccn1 (configuration not stated)
1.0 | 16.8 | COc1cc(/C=C2\SC(=S)N(c3cccnc3)C2=O)ccc1O
0.0 | 9.9 | O=C(O)C1CCC(CNCc2ccccc2Cl)CC1 (configuration not stated)
-1.9 | 11.8 | C/C(=N\O)C(C)NC(=O)c1ccccc1 (configuration not stated)
-0.2 | 66.4 | CC(Sc1ccc([N+](=O)[O-])cn1)C(=O)Nc1nccs1 (configuration not stated)
-0.6 | 8.3 | Nc1ccc(S(=O)C(F)(F)F)cc1 (configuration not stated)
-0.9 | 12.0 | Cc1cc(C(=O)CN2C(=O)C(=O)N(Cc3ccccc3)C2=O)c(C)n1CC1COc2ccccc2O1 (configuration not stated)
1.2 | 2.0 | O=C(Nc1ccncc1)c1ccc(Cl)c(Cl)c1
0.1 | 3.2 | O=C(CSc1n[nH]c(-c2ccc(Br)cc2)n1)NC1CCCC1
-1.8 | 10.8 | CCOCCCNC(=O)Cc1ccc(F)cc1
-0.8 | 3.2 | COc1ccc(C(=O)c2coc(-c3ccccc3C(=O)O)c2C(=O)O)cc1
-0.4 | 13.9 | CCN1CCN(C(c2cccs2)C(C)NC(=O)C(C)C)CC1 (configuration not stated)
-0.4 | -0.6 | Cc1c(NS(=O)(=O)c2ccc(C(=O)NCc3ccc(F)cc3)cc2)c(=O)n(-c2ccccc2)n1C
0.2 | 2.4 | O=C(c1ccco1)N1CCC(c2nc3c(nnn3Cc3ccc(F)cc3)c(=O)[nH]2)CC1
-2.3 | 32.1 | CC(C)(C)C1CCC(OC(=O)C[N+]2(C)CCCCC2)CC1 (configuration not stated)
-1.4 | 26.8 | N#CC1=C(N)Oc2n[nH]c(-c3ccc(F)cc3)c2C1c1cccc(OC(=O)N2CCOCC2)c1 (configuration not stated)
0.7 | 7.3 | CCCn1nc(C(=O)NNC(=O)C2CSC3(C)CCC(=O)N23)c2ccccc2c1=O (configuration not stated)
0.0 | 10.3 | COc1ccc(CNC(=O)C2CC(c3ccccc3[N+](=O)[O-])=NO2)cc1 (configuration not stated)
-2.2 | 18.3 | Cc1ccccc1NC(=O)N1C2CCCC1CC(NC(=O)C1CC1)C2 (configuration not stated)
-0.8 | 4.6 | COCCCNc1nc2nonc2nc1N(C)CC1CCCN1C (configuration not stated)
-0.6 | 13.7 | C/C(=C\c1ccco1)C1C(C#N)=C(N)Oc2n[nH]c(-c3ccccc3)c21 (configuration not stated)
-1.5 | 31.9 | COc1ccc(NS(=O)(=O)c2cc(N=Nc3c(O)[nH]c(=O)[nH]c3=O)ccc2Cl)cc1
-0.4 | 10.1 | CCCNS(=O)(=O)c1ccc(NC(=O)Cc2cccs2)cc1
-5.5 | 16.3 | Nc1ncnc2c1ncn2[C@@H]1O[C@H](COP(=O)(O)O)[C@@H](O)[C@H]1O
-2.5 | 18.9 | COc1ccc(Cl)cc1N1C(=O)[C@@H]2C(c3cccc(OC)c3OC)=NO[C@@H]2C1=O

# 4 compounds from above, sorted by SMILES length, largest number first:
STK33 inh | OX1R FRET antag | Molecule
-1.4 | 14.9 | CCOC(=O)c1cc(-c2ccccc2)sc1NC(=O)C(C)OC(=O)c1cccnc1OCC (configuration not stated)
-0.6 | 7.2 | CC(=O)c1cc(C(=O)NC2CCCc3c2cnn3-c2cc(C)cc(C)c2)[nH]n1 (configuration not stated)
-0.1 | 10.7 | C=Cn1cc[n+](CC(=O)c2ccc(Cl)cc2)c1
3.9 | 43.0* | c1coc(-c2nc3ccccc3nc2-c2ccco2)c1
